TIM10 inh = inhibits growth of TIM10 yeast strain. S. cerevisiae TIM10 strain growth, BacTiter-Glo luminescence, 24 h. inhibition, % at 10 µM. actives 1.4% (n = 330,000);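 active = inhibition of 40% or more at the single tested concentration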;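 also: wild-type TIM10 isogenic control strain grown at permissive 25 °C; 0% = DMSO yeast wells and 100% = minimal medium wells without yeast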
UPR CHOP act = activators of apoptotic arm of unfolded protein response (CHOP). actives 0.34% (n = 330,000). CHO-CHOP luciferase reporter, UPR activation, luminescence; percent of tunicamycin response over DMSO baseline. activation, % at 10 µM;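 active = at 10 µM dose, activation of 40% or more, normalized to positive control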;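 also: 100% = tunicamycin at 10 µg/mL and 0% = DMSO alone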
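Test system: CHO CHOP reporter cells. Input: 500 CHO-CHOP cells per well. Medium: F12 with 10% FBS. Technique: luciferase luminescence. Measure: percent activation relative to tunicamycin control. Dosing: 10 µM compound, 0.5% DMSO. Timing: 16-18 h cell attachment, then 6 h compound exposure, 37 °C.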
tim23-1 inh = growth inhibitors of tim23-1 mutant yeast; inhibition, % at 20 µM; S. cerevisiae tim23-1 growth, BacTiter-Glo luminescence, 24 h; AID 463212; actives 1.3% (n = 330,000);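 active = growth inhibition of the mutant yeast at or above 50%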;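 also: temperature-sensitive mutant grown at 25 °C; plate controls were DMSO-treated mutant yeast for no effect and medium wells lacking yeast for full effect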
NR3A LBD binder = NR3A (human) ligand-binding domain modulation. NR3A LBD differential scanning fluorimetry, Tm shift; 0% = protein alone, 100% = glycine-bound protein. Tm shift relative to glycine control, % at 25 µM. actives 2.5% (n = 340,000). AID 1259313;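 active = melting temperature shift of at least 10% of the positive control shift, at one fixed dose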
APJ ag = agonists of human APJ apelin receptor | actives 0.11% (n = 330,000) | P35414 | AID 2520 | CHO-K1 APJ PathHunter beta-arrestin, luminescence; 0% DMSO wells, 100% apelin | activation, % at 20 µM;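 active = activation more than six SD over the plate average, tested at 20 µM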;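 also: 0% = DMSO alone and 100% = apelin-13 at 10 nM; some results filed as inactive read as strong as hits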
Target sequence (P35414 whole entry, looked up): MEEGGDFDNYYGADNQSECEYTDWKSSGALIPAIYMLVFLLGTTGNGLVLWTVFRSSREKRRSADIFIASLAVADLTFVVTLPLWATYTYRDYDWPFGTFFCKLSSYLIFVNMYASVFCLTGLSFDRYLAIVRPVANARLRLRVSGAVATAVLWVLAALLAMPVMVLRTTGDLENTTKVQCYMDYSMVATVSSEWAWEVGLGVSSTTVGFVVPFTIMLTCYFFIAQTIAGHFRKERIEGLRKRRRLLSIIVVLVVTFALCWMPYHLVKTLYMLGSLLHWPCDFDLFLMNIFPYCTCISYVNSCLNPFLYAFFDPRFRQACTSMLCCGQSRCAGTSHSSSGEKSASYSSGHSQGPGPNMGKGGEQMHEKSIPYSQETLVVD
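Assay system: CHO-K1 cells stably expressing ProLink-tagged human APJ and arrestin–beta-gal acceptor. Compound dosing: 20 µM single point, 1% DMSO. Times: 16-18 h seeding, 90 min dark compound exposure, 60 min detection. Detection: beta-gal luminescence. Evaluation: APJ–arrestin association signal. Controls: negative DMSO alone, positive Apelin-13 at 10 nM.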
tim10-1 inh = growth inhibitors of tim10-1 mutant yeast. actives 2.2% (n = 330,000). AID 463190. S. cerevisiae tim10-1 ts strain growth, BacTiter-Glo, 24 h. inhibition, % at 20 µM;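 active = inhibition of at least 40%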;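 also: mutant grown at 25 °C; 0% = DMSO wells with yeast and 100% = wells holding no yeast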
Mdm2 MdmX PPI = inhibitors of human Mdm2/MdmX interaction; O15151+Q00987; SaOS-2 split-luciferase Mdm2/MdmX complementation, luminescence; inhibition, % at 8 µM; actives 3% (n = 330,000); AID 485346;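 active = inhibition of at least 50% at 8 µM in the primary screen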
XBP1 UPR activ = activators of adaptive arm of unfolded protein response (XBP1). CHO-XBP1 luciferase reporter, IRE1-XBP1 UPR activation, luminescence; percent of tunicamycin response, DMSO as zero. activation, % at 20 µM. actives 0.33% (n = 330,000);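 active = versus positive control, 20 µM dose yields 30% or more activation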;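 also: 100% = tunicamycin at 10 µg/mL and 0% = DMSO only wells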
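assay system = CHO-XBP1 luciferase reporter cells | amount = 1000 cells/well | buffer or medium = F12 plus 10% FBS | compound dosing = single point, 20 µM final compound, 1% DMSO | incubation = 16-18 h cell attachment at 37 °C, then 6 h compound exposure | detection = Steady-Glo luminescence read | controls = tunicamycin 10 µg/mL and vehicle-only wells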
NLRP3 yeast inh = blocks the NALP3 inflammasome reconstituted in yeast; Yeast reconstituted NLRP3/ASC/caspase-1, beta-gal luminescence, 24 h; inhibition, % at 10 µM; actives 0.39% (n = 330,000);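 active = inhibition of 50% or more; inactive = inhibition below 50%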;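 also: plate controls were induced DMSO wells for no effect and uninduced yeast grown without galactose for full effect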
Starred values were filed as active, the others as inactive.

SMILES	TIM10 inh	UPR CHOP act	tim23-1 inh	NR3A LBD binder	APJ ag	tim10-1 inh	Mdm2 MdmX PPI	XBP1 UPR activ	NLRP3 yeast inh
O=C(Nc1cccc2oc(=O)ccc12)c1ccc([N+](=O)[O-])cc1[N+](=O)[O-]	16	0.3	24	1	4	17	4	3	7
COC(=O)c1cccc(NC(=O)COC(=O)CSc2nc(C)cc(C)n2)c1	18	1.8	9	4	-1	9	2	1	5
O=C(COc1ccc(Br)cc1)Nc1ccc(Cc2ccncc2)cc1	19	0.8	10	2	0	-54	15	-8	24
CCCn1c(=O)n(C)c(=O)c2c(SCC(=O)NCc3ccco3)nc(C3CC3)nc21	8	-1.8	-15	-1	-3	11	37	-6	3
Cc1ccc(S(=O)(=O)NCc2ccc3c(c2)OCO3)cc1C	-8	1.6	28	1	-2	2	-23	-4	30
N#C/C(=C\Nc1ccccc1SC(F)(F)F)c1nc(-c2ccc(Cl)cc2)cs1	-7	-0.8	3	4	-2	11	39	3	5
COc1ccc(CCn2c(NCc3ccco3)nc3c2c(=O)[nH]c(=O)n3C)cc1	12	0.1	12	1	0	9	-15	-3	0
CN(C(=O)Cn1c(=O)oc2cc(S(=O)(=O)N3CCCC3)ccc21)C1CCCCC1	-7	0.8	14	6	4	6	24	-5	10
Oc1cccc(N2Cc3ccccc3C2)c1	6	1.3	3	4	-2	-4	4	-3	6
COc1cc2c(cc1OC)CN(C(=S)Nc1ccc(OC(F)F)cc1)CC2	-13	0.6	6	-5	3	-7	22	-3	3
O=C(NCC(c1cccnc1)N1CCN(c2ccccc2)CC1)OCc1ccccc1 (centres undefined)	-27	-2.3	-50	2	-1	-68	17	0	15
COc1nc(-c2ccc(Cl)cc2)ccc1-c1noc(-c2cccs2)n1	6	1.2	-10	-20	-2	16	31	1	19
COc1ccc(-c2cc(C(=O)NCc3cccnc3)no2)cc1	-22	2.5	-1	-1	-3	6	1	2	19
O=C(NC1CCCCC1)c1cccc(COCC(F)(F)F)c1	-14	4.8	11	0	-3	10	-17	-1	11
CCC1S/C(=N/N=C/c2ccco2)N(Cc2ccccc2)C1=O (centres undefined)	-16	0.7	19	1	1	-2	17	-2	19
Cc1ccc2oc(Nc3nc(C)cc(C)n3)nc2c1	7	3.4	4	4	-6	19	24	4	0
COC(=O)c1ccc(C(=O)OC)c(NC(=S)N2CCCCC2)c1	5	0.9	13	0	-5	-6	9	1	3
CC(C)CN(C(=O)c1ccc(S(=O)(=O)N2CCCC2)cc1)C1CCS(=O)(=O)C1 (centres undefined)	-10	-0.7	-9	-1	-3	-11	22	0	-1
Cc1nc(NC(=O)c2ccccc2)sc1C	4	1.4	3	0	0	-9	-118	-2	28
CN(CCOc1ccc(Cl)cc1)C(=O)c1ccccc1SCC(=O)N1CCCC1	5	-0.5	7	-2	0	3	15	-2	1
CS(=O)(=O)NNC(=O)CN1C(=O)C2C3C=CC(C3)C2C1=O (centres undefined)	-12	-1.6	-3	-1	1	8	23	-2	13
Cc1ccc(S(=O)(=O)Nc2ccccc2C(=O)OC(C)C(=O)Nc2ccc3ccccc3c2)cc1[N+](=O)[O-] (centres undefined)	17	0.7	18	0	-2	18	-3	-3	-3
Cc1cccc(N(C)c2cc(C)nc3ncnn23)c1	6	-2.7	9	0	-3	3	4	-3	7
CC(OC(=O)c1ccc([N+](=O)[O-])cc1)C(=O)NCC1CCCCC1 (centres undefined)	-9	0.5	3	0	0	3	-4	-1	19
O=C(CSc1n[nH]c(=O)n1C1CC1)Nc1cc(Cl)ccc1Oc1ccccc1	23	3.0	18	0	12*	18	34	3	9
Cc1occc1C(=O)N/N=C/c1ccc2c(c1)OCO2	34	-0.6	35	-2	-5	5	-71	-6	-4
COc1ccccc1/C=N/NC(=O)c1cc2c(ccc3ccccc32)o1	10	2.0	3	-1	13	-33	8	-2	31
Cc1cc(=O)n2nc(N3CCCC(C(=O)Nc4ccc(C)c(C)c4)C3)sc2n1 (centres undefined)	-2	0.4	16	-2	-2	8	0	0	-11
Cc1cccc(/C(N)=N/OC(=O)Cc2cccc3ccccc23)c1	76*	-1.4	54*	-2	0	62*	7	0	20
O=C(CN1C(=O)NC2(CCCC2)C1=O)OCc1ccc(Cl)c(Cl)c1	9	-0.7	19	-3	15	29	16	-1	21
CN(C)c1nc(OCCNC(=O)Nc2ccc(Cl)cc2)nc(N(C)C)n1	10	1.2	11	-30	-2	18	15	-1	0
COc1cc(NC(=S)NCCCN2CCOCC2)c(OC)cc1NC(=O)c1ccco1	2	2.1	5	-1	-1	-9	16	0	11
Cc1cc(C)c(S(=O)(=O)N2CCN(C(=O)c3cccs3)CC2)c(C)c1	24	0.4	27	5	1	20	6	-2	24
C#CCOCCOCCOCCNc1nc(N2CCN(C(=O)CCCCCCCCCCNC(=O)[C@H]([C@@H](C)CC)n3cc(CCCCN=C(N)N)nn3)CC2)nc(N2CCN(C(=O)CCCCCCCCCCNC(=O)[C@H](CO)n3cc(CCCSC)nn3)CC2)n1	1	0.3	5	17*	-2	8	12	0	20
COc1ccccc1N1CCN(C(=O)c2cc(-c3cccc(Cl)c3)on2)CC1	43*	1.9	42	0	-5	40	10	2	3
CCOC(=O)c1c(NC(=S)N2CCOCC2)sc(C)c1C	3	2.5	29	-1	-2	29	24	-2	22
COc1cccc(CNS(=O)(=O)c2cc(CN3C(=O)c4cccnc4C3=O)ccc2OC)c1	2	2.1	12	-2	0	12	-31	-2	-4
CC(=O)Nc1ccc(S(=O)(=O)NNC(=O)c2ccc(S(=O)(=O)N3CCCCC3)cc2)cc1	8	0.6	-7	3	0	10	-5	-2	-2
CC1(C)OC(=O)C(=CNc2cccc(C(=O)O)c2)C(=O)O1	3	0.8	-5	-1	-2	-1	-5	1	7
COC(=O)NNC(=O)c1ccc(Cl)cc1Cl	1	-1.3	8	-1	2	7	-29	-1	15

A draw from above in order of count of non-hydrogen atoms, highest first.
SMILES	TIM10 inh	UPR CHOP act	tim23-1 inh	NR3A LBD binder	APJ ag	tim10-1 inh	Mdm2 MdmX PPI	XBP1 UPR activ	NLRP3 yeast inh
C#CCOCCOCCOCCNc1nc(N2CCN(C(=O)CCCCCCCCCCNC(=O)[C@H]([C@@H](C)CC)n3cc(CCCCN=C(N)N)nn3)CC2)nc(N2CCN(C(=O)CCCCCCCCCCNC(=O)[C@H](CO)n3cc(CCCSC)nn3)CC2)n1	1	0.3	5	17*	-2	8	12	0	20
Cc1ccc(S(=O)(=O)Nc2ccccc2C(=O)OC(C)C(=O)Nc2ccc3ccccc3c2)cc1[N+](=O)[O-] (centres undefined)	17	0.7	18	0	-2	18	-3	-3	-3
COc1cccc(CNS(=O)(=O)c2cc(CN3C(=O)c4cccnc4C3=O)ccc2OC)c1	2	2.1	12	-2	0	12	-31	-2	-4
CC(=O)Nc1ccc(S(=O)(=O)NNC(=O)c2ccc(S(=O)(=O)N3CCCCC3)cc2)cc1	8	0.6	-7	3	0	10	-5	-2	-2
COc1cc(NC(=S)NCCCN2CCOCC2)c(OC)cc1NC(=O)c1ccco1	2	2.1	5	-1	-1	-9	16	0	11
Cc1cc(=O)n2nc(N3CCCC(C(=O)Nc4ccc(C)c(C)c4)C3)sc2n1 (centres undefined)	-2	0.4	16	-2	-2	8	0	0	-11
COc1ccccc1/C=N/NC(=O)c1cc2c(ccc3ccccc32)o1	10	2.0	3	-1	13	-33	8	-2	31
Cc1cc(C)c(S(=O)(=O)N2CCN(C(=O)c3cccs3)CC2)c(C)c1	24	0.4	27	5	1	20	6	-2	24
O=C(CN1C(=O)NC2(CCCC2)C1=O)OCc1ccc(Cl)c(Cl)c1	9	-0.7	19	-3	15	29	16	-1	21
CC1(C)OC(=O)C(=CNc2cccc(C(=O)O)c2)C(=O)O1	3	0.8	-5	-1	-2	-1	-5	1	7
Cc1occc1C(=O)N/N=C/c1ccc2c(c1)OCO2	34	-0.6	35	-2	-5	5	-71	-6	-4
Cc1cccc(N(C)c2cc(C)nc3ncnn23)c1	6	-2.7	9	0	-3	3	4	-3	7
COC(=O)NNC(=O)c1ccc(Cl)cc1Cl	1	-1.3	8	-1	2	7	-29	-1	15

(cont.)
SMILES	TIM10 inh	UPR CHOP act	tim23-1 inh	NR3A LBD binder	APJ ag	tim10-1 inh	Mdm2 MdmX PPI	XBP1 UPR activ	NLRP3 yeast inh
COc1ccc(NC(=O)CCCn2cc([N+](=O)[O-])cn2)cc1	-5	-0.4	8	0	-1	4	14	-3	4
C=C(C)CN(CC)C(=O)CN1C(=O)NC2(CCCc3ccccc32)C1=O (centres undefined)	9	1.5	1	-1	6	0	6	-1	1
COc1ccc(S(=O)(=O)N2CCCCC2)cc1NC(=O)CN(C)C1CCCCC1	5	2.1	23	-1	-2	15	2	-3	8
O=C(Nc1ccc2nsnc2c1)c1cccs1	18	4.1	19	2	-2	16	16	0	-10
COC(=O)C1=CN(CCCN2CCCC2=O)C=C(C(=O)OC)C1c1cccs1	15	-0.3	18	-1	1	15	8	0	6
CCC(=O)c1ccc(N2CCN(C(=O)c3ccc(Br)cc3)CC2)c(F)c1	-18	-1.9	-3	-1	0	-17	6	-5	34
COc1ccc(C(=O)COC(=O)c2nn(C)c(=O)c3ccccc23)c(OC)c1	10	-1.1	19	-2	-1	-2	4	0	10
COc1ccc(NC(=O)CN2C(=O)C(C)Oc3ccccc32)cc1 (centres undefined)	-14	-0.4	3	-1	-5	2	16	-2	16
O=C(Nc1ccc(Cl)c(S(=O)(=O)N2CCOCC2)c1)c1cccs1	22	-0.5	20	3	0	14	18	-3	9
CC(NS(=O)(=O)c1ccc2c(c1)C(=O)c1cc(S(=O)(=O)NC(C)C(=O)O)ccc1-2)C(=O)O (centres undefined)	6	1.3	-3	0	-1	-7	3	-3	5
O=C(O)c1cc(Cl)nc2ccccc12	1	1.1	9	0	-4	9	-5	0	1
CCOC(=O)c1oc2c(O)c(O)ccc2c(=O)c1-c1nncn1-c1ccccc1	-6	-1.8	-4	-1	8	0	11	-1	3
Cc1ccc(S(=O)(=O)N2CCOCC2)cc1NC(=O)CN(C)C1CCS(=O)(=O)C1 (centres undefined)	-3	-0.8	17	1	-4	9	-3	1	-8
COc1ccc(Nc2c([N+](=O)[O-])ccc3c2=NC2(CCCCC2)N=3)cc1	38	2.8	47	-4	-1	36	38	-2	39
COc1ccc(C)cc1NC(=O)CCNS(=O)(=O)c1cccc(C(F)(F)F)c1	-27	-0.8	-8	-1	1	-4	15	-1	25
Cc1cccc(NC(=O)CNC(=O)COC(=O)CCS(=O)(=O)c2ccccc2)c1C	-7	-0.5	-4	2	2	-5	21	-5	6
COc1ccccc1C(=O)NCC(=O)N/N=C/c1cc(Br)ccc1OCc1ccccc1	36	2.1	24	-1	0	25	43	2	6

Source: PubChem BioAssay
